STAT3 act = increases IL-6 driven STAT3 reporter signal; U3A cells, IL-6 STAT3-luciferase reporter, luminescence; 100% = signal with IL-6 EC80 alone; activation (% of control), % at 5.6 µM; 190,000 compounds, 0.91% hits;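 active = activation above the screen-wide mean of compound activation plus 3 SD, cut at about 130% in these data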;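 also: 0% = background luminescence of wells with medium and substrate only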
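system = STAT3-luciferase reporter U3A cells | reagent = IL-6 stimulus at 33 ng/mL final | timing = 1 h compound pre-exposure, 6 h IL-6 stimulation, 37 °C | measured by = luminescence | evaluation = % activation versus median of IL-6-stimulated wells | control set = IL-6-only wells as 100% reference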
TR-FRET SRC-2 ct = TR-FRET artefact, counter-screen to PPARgamma/SRC-2 agonist assay | stronger effect = higher value | TR-FRET ratio at 8 µM | 200,000 compounds, 0.4% hits | AID 1049; in the data active = TR-FRET ratio above about 2000; also: inactives centre near 1500
STAT3 inh = reduces IL-6 driven STAT3 reporter signal; 190,000 compounds, 0.89% hits; AID 862; U3A cells, IL-6 STAT3-luciferase reporter, luminescence; host cell line lacks STAT1; inhibition, % at 5.5 µM;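 active = inhibition above the mean inhibition across all screened compounds plus 3 SD, cut at about 44% in these data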;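 also: 0% = DMSO only wells and 100% = 100 µM nifuroxazide control wells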
PPARg SRC-2 ag = agonists of SRC-2 recruitment by human PPARgamma. activation, % at 8 µM. 200,000 compounds, 0.34% hits. P37231. PPARgamma LBD-SRC-2 recruitment, biochemical; in the data active = activation above about 22%;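 also: 0% = vehicle and 100% = reference agonist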
Target sequence (P37231 whole entry, looked up, the tested form may be a part): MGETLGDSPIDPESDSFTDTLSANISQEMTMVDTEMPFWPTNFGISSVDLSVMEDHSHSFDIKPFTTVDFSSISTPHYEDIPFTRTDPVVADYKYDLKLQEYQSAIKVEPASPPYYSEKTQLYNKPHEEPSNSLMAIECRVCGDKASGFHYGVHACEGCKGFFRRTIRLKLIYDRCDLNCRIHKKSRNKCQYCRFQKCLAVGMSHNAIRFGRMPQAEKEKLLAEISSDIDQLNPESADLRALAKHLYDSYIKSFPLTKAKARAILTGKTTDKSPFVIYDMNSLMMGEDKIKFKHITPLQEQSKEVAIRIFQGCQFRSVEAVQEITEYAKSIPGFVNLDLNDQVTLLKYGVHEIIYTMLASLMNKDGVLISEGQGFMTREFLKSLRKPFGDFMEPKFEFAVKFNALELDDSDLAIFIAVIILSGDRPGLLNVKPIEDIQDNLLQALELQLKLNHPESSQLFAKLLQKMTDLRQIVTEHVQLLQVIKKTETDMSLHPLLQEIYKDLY
STAT1 inh = reduces IFN-gamma driven STAT1 reporter signal | NIH 3T3 STAT1-luciferase reporter, luminescence | inhibition, % at 5.5 µM | 200,000 compounds, 0.35% hits | AID 920;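 active = inhibition above a set limit, the mean inhibition across all tested compounds plus 3 SD, cut at about 34% in these data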;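 also: 0% = IFN-gamma with DMSO and 100% = IFN-gamma with 300 µM nifuroxazide; values of inactives mirror those of a sister screen read the other way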
S1P3 antag = S1P3 (human) receptor antagonism | Q99500 | AID 485 | inhibition, % at 4.98 µM | CHO S1P3 NFAT-BLA reporter, FRET fluorescence, antagonist mode | 170,000 compounds, 0.27% hits;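 active = inhibition above the plate cutoff, the mean inhibition of test wells on that plate plus 3 SD, cut at about 28% in these data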;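 also: cells challenged with S1P at its EC80 of 0.8 µM; blue over green emission ratio from cleaved BLA substrate after 4 h stimulation; 0% = S1P-stimulated wells and 100% = unstimulated DMSO-only wells; some compounds past the cut are filed as inactive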
PPARg SRC-3 ag = agonists of human PPARgamma SRC-3 coactivator recruitment. P37231. biochemical PPARgamma/SRC-3 coactivator recruitment assay. activation, % at 8 µM. 200,000 compounds, 0.26% hits. AID 731; in the data active = activation above about 23%;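 also: 0% = DMSO and 100% = reference agonist; some compounds past the cut are filed as inactive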
PPARg SRC-1 ag = agonists of human PPARgamma SRC-1 coactivator recruitment | P37231 | PPARgamma-SRC-1 coactivator recruitment biochemical assay | activation, % at 8 µM | 200,000 compounds, 0.41% hits | AID 631; in the data active = activation above about 19%;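 also: 0% = DMSO and 100% = reference agonist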
TLR4 MyD88 comp = TLR4-MyD88 interaction inhibition in cells; AID 861; 200,000 compounds, 0.18% hits; O00206+Q99836; inhibition, % at 8.4 µM; HeLa CL3-4 TLR4/MyD88 BLA complementation, FRET ratio; in the data active = inhibition above about 25%;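 also: 0% = vehicle and 100% = reference inhibitor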
RAM network inh = inhibitors of the yeast RAM network; 190,000 compounds, 1.8% hits; S. cerevisiae dse1pr::URA3 reporter, 5-FOA growth OD615, 2 d; analog-sensitive cbk1-as2 kinase mutant strain; inhibition, % at 50 µM;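 active = inhibition above a set limit, 3 SD over mean compound inhibition, cut at about 8.4% in these data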;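 also: 0% = DMSO-only wells with no growth and 100% = 10 µM 1-NA-PP1 full growth; inhibition rescues growth on 5-FOA so higher OD means more RAM inhibition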
ROMK mod = human ROMK K+ channel modulation, primary screen; P48048; Tet-inducible ROMK, thallium flux fluorescence; actives lie on both sides; B-score at 10 µM; 130,000 compounds, 2% hits; AID 1918;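 active = signal ratio slope over the read window, or its plate-corrected B-score, at least 3 SD from the plate mean, either direction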;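 also: B-score of the F/F0 ratio slope over 7 to 12 s after thallium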
Target sequence (P48048 whole entry, looked up): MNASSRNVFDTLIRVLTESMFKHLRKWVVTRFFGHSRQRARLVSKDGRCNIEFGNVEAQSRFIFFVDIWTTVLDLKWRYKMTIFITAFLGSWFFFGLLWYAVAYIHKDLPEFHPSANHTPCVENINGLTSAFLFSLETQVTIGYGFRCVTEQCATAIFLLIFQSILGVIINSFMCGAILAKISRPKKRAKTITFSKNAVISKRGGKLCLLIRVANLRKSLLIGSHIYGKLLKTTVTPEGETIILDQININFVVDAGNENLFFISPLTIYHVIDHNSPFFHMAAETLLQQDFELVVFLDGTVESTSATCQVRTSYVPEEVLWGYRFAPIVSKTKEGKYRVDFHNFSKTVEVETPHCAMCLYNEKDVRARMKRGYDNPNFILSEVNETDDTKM
Numbers without * were called inactive.

`O=C(O)c1ccc(CSc2nnc(-c3ccncc3)n2-c2ccc(Cl)cc2)cc1` gave STAT3 act 106, TR-FRET SRC-2 ct 1496, STAT3 inh 5, PPARg SRC-2 ag 5, STAT1 inh 4, S1P3 antag -12, PPARg SRC-3 ag 0, PPARg SRC-1 ag -4, TLR4 MyD88 comp -4, RAM network inh 1.9 and ROMK mod -0.44.
Screening COc1cccc(C2CC(=O)Nc3c2c(=O)n(C)c(=O)n3C)c1OC (stereo unspecified) returned STAT3 act 93, TR-FRET SRC-2 ct 1498, STAT3 inh 9, PPARg SRC-2 ag 7, STAT1 inh 3, S1P3 antag 7, PPARg SRC-3 ag 7, PPARg SRC-1 ag 0, TLR4 MyD88 comp -15 and RAM network inh 2.9.
`C#CCNC(=O)C1=C[C@@H](c2ccc(C(F)(F)F)cc2)C[C@@H](OCCCCO)O1` gave TR-FRET SRC-2 ct 1363, PPARg SRC-2 ag 8, STAT1 inh -1, S1P3 antag -30, PPARg SRC-3 ag 2, PPARg SRC-1 ag 6, TLR4 MyD88 comp 3 and RAM network inh 0.1.
Screening O=C(O)CSc1ccc2nnc(-c3cccnc3)n2n1 returned STAT3 act 97, TR-FRET SRC-2 ct 1475, STAT3 inh 12, PPARg SRC-2 ag 3, STAT1 inh 7, S1P3 antag 3, PPARg SRC-3 ag 0, PPARg SRC-1 ag 11, TLR4 MyD88 comp 6, RAM network inh 1.4 and ROMK mod 0.29.
Cc1ccc(S(=O)(=O)N2CCN(C)CC2)c(C)c1N(C)S(=O)(=O)c1ccc(Cl)cc1 was read as STAT3 act 99, TR-FRET SRC-2 ct 1426, STAT3 inh 1, PPARg SRC-2 ag 2, STAT1 inh 1, PPARg SRC-3 ag 1, PPARg SRC-1 ag -2, TLR4 MyD88 comp 4, RAM network inh 0.3 and ROMK mod -2.5.
`CC1(C)C(=O)OC(c2cccs2)C2(CCCCC2)C1=O` (stereo unspecified) gave STAT3 act 107, TR-FRET SRC-2 ct 1413, STAT3 inh -1, PPARg SRC-2 ag -3, STAT1 inh 4, PPARg SRC-3 ag -10, PPARg SRC-1 ag 0, TLR4 MyD88 comp -10, RAM network inh 0.3 and ROMK mod -1.2.
For CCOC(=O)C1C(c2cccc(Cl)c2Cl)NC(=O)NC1(O)C(F)(F)F (stereo unspecified) the results were STAT3 act 96, TR-FRET SRC-2 ct 1663, STAT3 inh 11, PPARg SRC-2 ag -4, STAT1 inh -4, PPARg SRC-3 ag 5, PPARg SRC-1 ag 4, TLR4 MyD88 comp 7, RAM network inh 2.0 and ROMK mod -0.024.
C/C(N)=C(/C#N)C(=O)CSc1nc2ccccc2c(=O)n1-c1ccc(C)c(Cl)c1 was read as STAT3 act 103, TR-FRET SRC-2 ct 1688, STAT3 inh -3, PPARg SRC-2 ag 0, STAT1 inh 8, S1P3 antag 5, PPARg SRC-3 ag -1, PPARg SRC-1 ag -3, TLR4 MyD88 comp 1, RAM network inh 12* and ROMK mod 0.24.
Screening Cn1nnnc1SCc1ccc(F)cc1 returned STAT3 act 99, TR-FRET SRC-2 ct 1311, STAT3 inh 5, PPARg SRC-2 ag 9, STAT1 inh 5, S1P3 antag -43, PPARg SRC-3 ag -6, PPARg SRC-1 ag 2, TLR4 MyD88 comp -2 and RAM network inh 2.5.
CC(C)n1c(O)c(N=NC(=O)c2ccccc2NS(=O)(=O)c2cccs2)c2ccccc21 was read as STAT3 act 105, TR-FRET SRC-2 ct 1503, STAT3 inh 0, PPARg SRC-2 ag -3, STAT1 inh 0, S1P3 antag 5, PPARg SRC-3 ag 2, PPARg SRC-1 ag 0, TLR4 MyD88 comp 0 and RAM network inh 3.5.
For CCC(C)C(N)C(=O)NC(CCC(=O)OCc1ccccc1)C(N)=O (stereo unspecified) the results were STAT3 act 103, TR-FRET SRC-2 ct 1511, STAT3 inh 1, PPARg SRC-2 ag 1, STAT1 inh 5, S1P3 antag 3, PPARg SRC-3 ag -16, PPARg SRC-1 ag 3, TLR4 MyD88 comp 8, RAM network inh -0.9 and ROMK mod -0.0014.
Screening Cc1ccc(NC(=O)CCC(=O)OCC(F)(F)C(F)F)cc1 returned STAT3 act 102, TR-FRET SRC-2 ct 1689, STAT3 inh 2, PPARg SRC-2 ag 6, STAT1 inh 0, S1P3 antag -9, PPARg SRC-3 ag 5, PPARg SRC-1 ag 0, TLR4 MyD88 comp 13 and RAM network inh 2.2.
For Cc1ccc(C(=O)NCC2CCCO2)o1 (stereo unspecified) the results were STAT3 act 96, TR-FRET SRC-2 ct 1501, STAT3 inh 4, PPARg SRC-2 ag 6, STAT1 inh -6, S1P3 antag 4, PPARg SRC-3 ag 9, PPARg SRC-1 ag 2, TLR4 MyD88 comp 6 and RAM network inh -0.1.
Screening O=C(NN=C1CCCC1)c1cc(-c2ccccc2)n[nH]1 returned STAT3 act 100, TR-FRET SRC-2 ct 1442, STAT3 inh -2, PPARg SRC-2 ag -2, STAT1 inh 0, S1P3 antag -12, PPARg SRC-3 ag 7, PPARg SRC-1 ag 5, TLR4 MyD88 comp -4, RAM network inh 0.8 and ROMK mod -0.39.
Screening Cc1ccc(S(=O)(=O)NNC(=O)c2sccc2-n2cccc2)cc1 returned STAT3 act 102, TR-FRET SRC-2 ct 1300, STAT3 inh 0, PPARg SRC-2 ag -8, STAT1 inh -3, PPARg SRC-3 ag -14, PPARg SRC-1 ag 2, TLR4 MyD88 comp -5 and RAM network inh 0.4.

An excerpt from above in order of length of the SMILES, smallest number first:
Screening Cn1nnnc1SCc1ccc(F)cc1 returned STAT3 act 99, TR-FRET SRC-2 ct 1311, STAT3 inh 5, PPARg SRC-2 ag 9, STAT1 inh 5, S1P3 antag -43, PPARg SRC-3 ag -6, PPARg SRC-1 ag 2, TLR4 MyD88 comp -2 and RAM network inh 2.5.
Screening O=C(O)CSc1ccc2nnc(-c3cccnc3)n2n1 returned STAT3 act 97, TR-FRET SRC-2 ct 1475, STAT3 inh 12, PPARg SRC-2 ag 3, STAT1 inh 7, S1P3 antag 3, PPARg SRC-3 ag 0, PPARg SRC-1 ag 11, TLR4 MyD88 comp 6, RAM network inh 1.4 and ROMK mod 0.29.
Screening Cc1ccc(S(=O)(=O)NNC(=O)c2sccc2-n2cccc2)cc1 returned STAT3 act 102, TR-FRET SRC-2 ct 1300, STAT3 inh 0, PPARg SRC-2 ag -8, STAT1 inh -3, PPARg SRC-3 ag -14, PPARg SRC-1 ag 2, TLR4 MyD88 comp -5 and RAM network inh 0.4.

Going on with the list:
Screening CCC(C)NS(=O)(=O)c1ccc(NC(=O)Cc2ccc(OC)cc2)cc1 (stereo unspecified) returned STAT3 act 82, TR-FRET SRC-2 ct 1734, STAT3 inh 23, PPARg SRC-2 ag 7, STAT1 inh 9, S1P3 antag -11, PPARg SRC-3 ag 4, PPARg SRC-1 ag 11, TLR4 MyD88 comp -10, RAM network inh 1.9 and ROMK mod -0.017.
For CCOc1ccc(N2C(=O)/C(=C\c3ccccc3OC)S(=O)(=O)C2c2cccc([N+](=O)[O-])c2)cc1 (stereo unspecified) the results were STAT3 act 109, TR-FRET SRC-2 ct 1533, STAT3 inh -12, PPARg SRC-2 ag -1, STAT1 inh -8, S1P3 antag -7, PPARg SRC-3 ag -5, PPARg SRC-1 ag 0, TLR4 MyD88 comp 17 and RAM network inh 7.8.
For COc1ccc(C(c2nnnn2C2CCCCC2)N2CCN(c3ccc(OC)cc3)CC2)cc1 (stereo unspecified) the results were STAT3 act 108, TR-FRET SRC-2 ct 1588, STAT3 inh -6, PPARg SRC-2 ag 5, STAT1 inh -5, S1P3 antag -2, PPARg SRC-3 ag 10, PPARg SRC-1 ag 6, TLR4 MyD88 comp -2, RAM network inh 0.9 and ROMK mod -1.3.
CCc1nnc(NC(=O)CSc2nnc(-c3ccncc3)n2Cc2ccccc2)s1 was read as STAT3 act 100, TR-FRET SRC-2 ct 1525, STAT3 inh 4, PPARg SRC-2 ag -2, STAT1 inh 2, S1P3 antag -5, PPARg SRC-3 ag -3, PPARg SRC-1 ag -6, TLR4 MyD88 comp 5 and RAM network inh 1.9.
Screening COc1ccc(OC)c(-c2cc(C(=O)NCCCn3ccnc3)no2)c1 returned STAT3 act 120, TR-FRET SRC-2 ct 1401, STAT3 inh -18, PPARg SRC-2 ag -9, STAT1 inh -3, S1P3 antag -18, PPARg SRC-3 ag -9, PPARg SRC-1 ag -1, TLR4 MyD88 comp -10, RAM network inh -0.8 and ROMK mod -1.9.
C=CCn1c(SCC(=O)Nc2ccc(NC(=O)c3ccco3)c(OC)c2)nnc1-c1ccncc1 was read as STAT3 act 91, TR-FRET SRC-2 ct 1546, STAT3 inh 15, PPARg SRC-2 ag -3, STAT1 inh -9, S1P3 antag -33, PPARg SRC-3 ag 2, PPARg SRC-1 ag 0, TLR4 MyD88 comp -6, RAM network inh 3.1 and ROMK mod -0.62.
Screening O=C(COc1ccc(Cl)cc1)NCc1nnc(SCC(=O)NCc2ccc3c(c2)OCO3)o1 returned STAT3 act 108, TR-FRET SRC-2 ct 1635, STAT3 inh -5, PPARg SRC-2 ag -2, STAT1 inh -4, S1P3 antag -21, PPARg SRC-3 ag -3, PPARg SRC-1 ag 6, TLR4 MyD88 comp -5, RAM network inh 5.7 and ROMK mod -0.57.
Cc1cccc2cc(CN(CCc3ccccc3)C(=O)N3CCOCC3)c3nnnn3c12 was read as STAT3 act 101, TR-FRET SRC-2 ct 1406, STAT3 inh 1, PPARg SRC-2 ag -1, STAT1 inh 2, S1P3 antag 0, PPARg SRC-3 ag 6, PPARg SRC-1 ag -3, TLR4 MyD88 comp 0, RAM network inh 2.9 and ROMK mod 0.42.
CCn1c(CC(=O)Nc2ccccc2)nnc1SCC(=O)Nc1ccccc1C(=O)OC was read as STAT3 act 95, TR-FRET SRC-2 ct 1490, STAT3 inh 9, PPARg SRC-2 ag -6, STAT1 inh 0, S1P3 antag -12, PPARg SRC-3 ag -9, PPARg SRC-1 ag -6, TLR4 MyD88 comp 0 and RAM network inh 1.9.
`CCN(C(=S)NCc1ccccc1)c1cccc2ccccc12` gave STAT3 act 113, TR-FRET SRC-2 ct 1439, STAT3 inh -14, PPARg SRC-2 ag 2, STAT1 inh 4, S1P3 antag 12, PPARg SRC-3 ag 5, PPARg SRC-1 ag 7, TLR4 MyD88 comp -5, RAM network inh 8.1 and ROMK mod 0.014.
Cc1cc(N2CCCCCC2)nc(-c2ccccc2O)n1 was read as STAT3 act 97, TR-FRET SRC-2 ct 1433, STAT3 inh 12, PPARg SRC-2 ag -1, STAT1 inh -1, S1P3 antag -42, PPARg SRC-3 ag 0, PPARg SRC-1 ag -4, TLR4 MyD88 comp 4, RAM network inh 3.8 and ROMK mod -1.
